Compound activity from PubChem BioAssay.
Tb MetRS inh: Trypanosoma brucei MetRS inhibition; purified T. brucei MetRS, ATP depletion, Kinase-Glo luminescence; inhibition, % at 11.9 µM; 360,000 compounds, 0.4% hits; AID 624268;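 active means inhibition above a per-plate cutoff of the control wells' mean inhibition plus 3 SD, cut at about 5.5% in these data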;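 further: 0% = DMSO wells median and 100% = median of wells with control inhibitor compound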
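Material: parasite MetRS enzyme / Replication: singlicate, one well per compound / Signal: luminescence of leftover ATP / Schedule: 2 h aminoacylation at 25 °C after 15 min preincubation / Medium: HEPES-MgCl2-KCl buffer plus DTT, spermine, BSA, pyrophosphatase / Doses: 11.9 µM single point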
FAS TE block: FAS thioesterase (human) inhibition | AID 602261 | recombinant FAS-TE, OMFH fluorogenic substrate, fluorescence endpoint | inhibition, % at 15 µM | 360,000 compounds, 0.67% hits;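 active means compounds whose normalised, plate-corrected inhibition of enzyme fluorescence in the single-dose primary screen is 50% or more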;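 further: 0% = DMSO with enzyme and 100% = substrate without enzyme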
MsrA inhibitor: inhibits bovine methionine sulfoxide reductase A; purified bovine MsrA, absorbance read-out; 360,000 compounds, 0.75% hits; inhibition, % at 15.5 µM; in the data active means inhibition above about 4.5%;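 further: 0% = vehicle wells with enzyme and 100% = reference inhibitor wells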
bovine MsrA act: activators of bovine methionine sulfoxide reductase A | purified bovine MsrA, absorbance read-out | activation, % at 10.6 µM | 360,000 compounds, 0.3% hits | AID 602163; in the data active means activation above about 7.5%;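 further: 0% = vehicle and 100% = reference activator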
eLon inh: inhibits E. coli Lon protease. P0A9M0. purified E. coli Lon protease, fluorescence polarization. inhibition, % at 7.94 µM. 360,000 compounds, 0.42% hits. AID 602123; in the data active means inhibition above about 13%, passing the limit was not always enough;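 further: 0% = enzyme with probe and DMSO and 100% = no enzyme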
CSN deneddyl inh: inhibitors of human CSN-mediated cullin deneddylation; Purified CSN, SCF-Nedd8-OG deneddylation, fluorescence polarization; 360,000 compounds, 0.38% hits; Q92905; AID 651999; inhibition, % at 12.5 µM;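 active means pattern-corrected inhibition above about 35%, with an unprinted fluorescence ratio check between 0.5 and 1.5, limit read from the data, passing the limit was not always enough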;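 further: 0% = enzyme with substrate and 100% = substrate without enzyme; some results filed as inactive read as strong as hits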
Target sequence (Q92905 whole entry, looked up, one chain of several): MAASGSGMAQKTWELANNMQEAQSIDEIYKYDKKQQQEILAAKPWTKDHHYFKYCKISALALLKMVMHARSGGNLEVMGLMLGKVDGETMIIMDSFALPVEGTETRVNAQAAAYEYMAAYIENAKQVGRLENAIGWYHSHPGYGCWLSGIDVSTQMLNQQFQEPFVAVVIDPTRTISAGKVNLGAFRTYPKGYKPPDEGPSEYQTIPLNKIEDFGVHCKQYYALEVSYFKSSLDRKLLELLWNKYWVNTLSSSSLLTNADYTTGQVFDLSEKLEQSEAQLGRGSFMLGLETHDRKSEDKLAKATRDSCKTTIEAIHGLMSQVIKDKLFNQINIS
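Test system: purified human Csn5 enzyme expressed in HEK293T cells. Amount: 0.24 nM enzyme. Reagent: SCFSkp2-Nedd8OG substrate at 10 nM final. Schedule: 90 min incubation of compound, enzyme and substrate at room temperature. Detection: fluorescence polarization. Read-out: % inhibition of substrate cleavage by Csn5.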
Neddyl block: inhibitors of human cullin neddylation; TR-FRET cullin neddylation, biochemical; calls only at 25 µM; 360,000 compounds, 0.58% hits; AID 651699; in the data active means inhibition above about 36%
PABP1 MLLE inh: inhibitors of microRNA-mediated deadenylation, human PABP1 MLLE binding; inhibition, % at 20 µM; 360,000 compounds, 0.36% hits; P11940; GST-MLLE / FITC-PAM2 fluorescence polarization; AID 588489; in the data active means inhibition above about 35%, passing the limit was not always enough;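 further: plate controls were DMSO wells with GST-MLLE for no effect and wells lacking GST-MLLE protein for full effect; some results filed as inactive read as strong as hits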
Target sequence (P11940 whole entry, looked up): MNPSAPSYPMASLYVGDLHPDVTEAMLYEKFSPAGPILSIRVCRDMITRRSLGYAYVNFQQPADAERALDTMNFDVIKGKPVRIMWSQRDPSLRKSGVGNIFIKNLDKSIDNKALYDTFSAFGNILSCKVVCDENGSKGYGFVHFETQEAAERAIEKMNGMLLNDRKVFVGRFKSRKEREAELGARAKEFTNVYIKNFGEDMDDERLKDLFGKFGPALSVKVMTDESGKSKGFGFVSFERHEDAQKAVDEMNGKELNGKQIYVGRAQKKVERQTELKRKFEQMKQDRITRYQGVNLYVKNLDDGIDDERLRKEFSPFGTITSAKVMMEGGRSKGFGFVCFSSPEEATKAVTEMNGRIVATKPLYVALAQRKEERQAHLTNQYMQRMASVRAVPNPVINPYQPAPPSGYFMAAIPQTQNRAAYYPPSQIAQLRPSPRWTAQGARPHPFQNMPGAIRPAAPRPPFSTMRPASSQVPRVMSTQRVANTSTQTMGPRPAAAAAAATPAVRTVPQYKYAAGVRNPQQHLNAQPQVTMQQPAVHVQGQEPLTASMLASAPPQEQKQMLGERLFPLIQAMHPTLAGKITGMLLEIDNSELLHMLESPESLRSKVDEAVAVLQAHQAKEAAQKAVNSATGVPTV
Rin1 Abl inh: human Rin1-Abl interaction inhibition | inhibition, % at 7.35 µM | P00519+Q13671 | AID 588664 | 360,000 compounds, 0.4% hits | TR-FRET Rin1/Abl binding, biochemical; in the data active means inhibition above about 5%, passing the limit was not always enough
Starred values were filed as active, the others as inactive; i = inactive; x = no result given.

SMILES	Tb MetRS inh	FAS TE block	MsrA inhibitor	bovine MsrA act	eLon inh	CSN deneddyl inh	Neddyl block	PABP1 MLLE inh	Rin1 Abl inh
O=C(CN1CCC(NC(=O)C2CCCCC2)CC1)Nc1ccccc1	-0.4	-4	-0.3	-7	-3	-6	i	-7	1
CCOc1cc(/C=C(\C#N)C(N)=O)ccc1OCc1c(C)no[n+]1[O-]	-0.8	-6	3.1	-7	4	6	i	17	2
CCOC(=O)N1CCC(NC(=O)CCC(=O)N2CC(C)Oc3ccc(C)cc32)CC1 (centres undefined)	-0.3	-9	-0.3	5	8	-6	i	-6	3
COc1ccc(NS(=O)(=O)c2cccc(C(=O)NNC(=O)CNC(=O)c3ccc(C)cc3)c2)cc1	-0.2	-5	2.6	0	-3	-1	i	4	1
COc1ccc(-n2ncc3c2CC(C)(C)CC3NC(=O)CCn2nc(C)cc2C)cc1 (centres undefined)	0.2	-8	-0.6	0	3	-1	i	4	-1
COc1cc(C(=O)Nc2nc3ccccc3[nH]2)ccc1OC(F)F	-0.7	-2	-0.7	-9	5	0	i	-3	-1
CC(=O)Nc1cccc(NC(=O)c2ccc3[nH]c(C)c(C)c3c2)c1	0.5	-2	1.3	-4	-6	-3	i	-7	1
CCN(CC)C(=O)c1csc(Nc2cccc3ccccc23)n1	-0.4	4	1.2	-1	-4	5	i	1	-1
CC(=O)N1c2ccc(S(=O)(=O)N3CCC(C(=O)Nc4ccc(F)cc4)CC3)cc2CC1C (centres undefined)	-0.6	0	-0.5	-1	-13	1	i	6	5
CC(C)c1cc(N2CCN(C(=O)c3ccco3)CC2)n2c(nc3ccccc32)c1C#N	-0.3	9	0.5	-8	1	3	x	14	-1
COc1ccccc1C(=O)NC(=O)COC(=O)Cn1[nH]c(=O)c2ccccc2c1=O	-0.3	-3	-2.0	1	-2	-5	i	0	3
O=C(NC1CCN(Cc2ccccc2)CC1)c1ccccc1Cl	-0.7	-4	-0.4	-1	-7	2	i	2	-1
Cc1ccc2c(nc3s/c(=C\c4ccc(-c5ccccc5C(=O)O)o4)c(=O)n32)c1C	-0.5	-10	0.8	-1	-92	102*	i	-107	0
C[C@@H](NC(=O)c1nc[nH]c1C(=O)N[C@@H](Cc1ccccc1)C(=O)OCc1ccccc1)c1ccccc1	-0.3	17	1.1	1	2	4	i	5	-1
Cc1cccc(N2CCN(C(=O)C3CCC(CNS(=O)(=O)c4cccs4)CC3)CC2)c1C (centres undefined)	0.5	16	0.6	1	-13	-1	i	2	3
CC1CN(C(=O)Cn2cc(S(=O)(=O)CC(=O)N3CCOCC3)c3ccccc32)CC(C)O1 (centres undefined)	-0.1	-5	x	-4	-12	1	i	-1	1
Nc1nc(SCc2ccccc2)c2[nH]cnc2n1	0.2	-5	2.3	3	-7	-1	i	-7	0
COc1ccc(C/C(N)=N/O)cc1	0.7	-8	0.3	-5	2	3	i	3	2
CC(C)Oc1ccc(/C(O)=C2/C(=O)C(=O)N(CCN3CCNCC3)C2c2cccc([N+](=O)[O-])c2)cc1 (centres undefined)	0.9	0	3.8	-2	-5	2	i	6	-2
CC(C)(C)c1ccc(CC(=O)N2CCC2(C)C(=O)Nc2cccc3c2CCCC3)cc1 (centres undefined)	-0.1	35	-0.7	1	6	4	i	-3	2
CCN(Cc1ccncc1)C(=O)CCc1nnc(CCc2ccccc2OC)o1	-0.6	-11	-0.8	-5	-2	-8	i	0	2
COCCCNC(=S)Nc1cc2oc3ccccc3c2cc1OC	-0.4	3	-0.3	-7	-6	-1	i	-4	3
O=C(NCc1ccccc1Br)C1CCCO1 (centres undefined)	-0.1	-4	-0.6	-4	-3	-3	i	11	-2
CN1CCN(CCCNC(=O)C2CCN(c3nnc(-n4cccc4)s3)CC2)CC1	0.6	-10	0.0	0	-4	-2	i	10	-3
CCC(=O)Nc1cccc(C(=O)N(Cc2ccccc2)Cc2ccccc2)c1	-0.1	8	0.2	-2	-3	5	i	7	1
COc1ccc(CCN(C)C(=O)c2ccc(OCC(=O)N3CCOCC3)c(OC)c2)cc1OC	-0.5	-2	-0.1	0	-2	-2	i	-3	-6
C=C(CC[C@@H](O)C(C)(C)O)[C@H]1CC[C@]2(C)[C@@H]1CCC1[C@@]3(C)CCC(=O)C(C)(C)C3CC[C@]12C (some centres undefined)	-0.1	4	-0.1	1	7	-7	i	2	-1
O=C(N/N=C/C(Cl)=C\c1ccccc1)c1ccco1	-0.5	-3	3.9	-5	-4	7	i	-2	-2
N#CCCS(=O)(=O)c1ccc(N)cc1	-0.9	-3	-0.7	-10	5	3	i	-5	-2
COc1ccc(-c2nc(CS(=O)CC(=O)NCc3ccccn3)c(C)o2)cc1 (centres undefined)	-0.9	-8	x	-6	21*	0	i	62*	0
CCCCNc1c(-c2ccc(OC)c(SC(C)CC)c2)nc2ccc(Cl)cn12 (centres undefined)	-0.2	16	1.3	0	0	-2	x	-20	2
CCOC(=O)c1cnc2c(cnn2C)c1NCc1ccc(OC)cc1	0.0	1	-0.7	-1	0	-2	i	-10	4
N#Cc1cc([N+](=O)[O-])ccc1NCCN1CCOCC1	-0.4	2	1.7	-7	-11	8	i	2	-1
COC(=O)c1sccc1NC(=O)CC1NCCNC1=O (centres undefined)	-1.1	-5	-0.3	-3	-10	5	i	-13	1
COc1ccc(N(CC(=O)NCc2ccc3c(c2)OCO3)C(=O)CCC(=O)Nc2ccccn2)cc1	-0.4	-4	2.3	-2	-3	9	i	-9	0
CCC(CC)C(=O)c1c[nH]c(C(=O)NCCc2ccccn2)c1	-0.9	-1	2.0	-1	-13	-1	i	5	-1
CN(C)CC(=O)c1c[nH]c2ccccc12	0.0	-7	-0.8	-2	-12	3	i	-1	0
COCCNC(=O)CSc1nc2ccccc2c(=O)n1-c1cccc(OC)c1	0.0	-4	-1.3	0	0	-3	i	-2	0
O=C(CSc1nc2ncccc2[nH]1)c1cccc([N+](=O)[O-])c1	1.1	5	-0.4	8.8*	0	-2	i	-25	-4
CC(Oc1coc(CN2CCN(C(=O)c3ccco3)CC2)cc1=O)c1ccccc1 (centres undefined)	0.2	-6	1.1	-2	-5	3	i	2	-3
CCOCCCNC(=O)C1CCC(=O)N1CCc1ccccc1 (centres undefined)	-0.4	-5	1.2	-1	9	-4	i	0	2
CCN(CC)S(=O)(=O)c1ccc(C(=O)OCC(=O)Nc2sc3c(c2C#N)CCCCC3)cc1	-0.2	20	1.3	-4	-10	-3	i	-3	3
COCCCNc1nc2c(-c3cccc(C)c3)nnn2c2ccc(Cl)cc12	-0.9	-8	-0.2	-7	3	13	i	3	-2
CC1(C)Cc2ccccc2-c2nnc(SCc3ccc(C#N)cc3)n21	-0.2	6	1.4	3	-1	4	i	-5	5
C[C@]12c3[nH]c4cc(-c5ccco5)ccc4c3CCN1C(=O)[C@@H](CC(=O)NCCC1=CCCCC1)C[C@@H]2C(=O)N1CCCCC1	-0.8	12	0.8	8.3*	-4	4	x	-4	-3
CC(=O)c1c(C)[nH]c(C(=O)N2CC(C)CC(C)C2)c1C (centres undefined)	-0.4	-5	-0.7	-1	3	-4	i	5	1
COc1ccc(OC)c(Nc2nc3nonc3nc2N2CCCC(C)C2)c1 (centres undefined)	-0.8	-3	-1.2	-11	-4	3	i	-45	-2
CCCCc1ccc(NC(=O)Nc2cnccn2)cc1	0.8	0	0.5	-1	1	-5	i	-4	-2
O=c1oc(-c2ccccc2)c(-c2ccccc2)c2ccccc12	-0.3	0	0.1	-7	0	3	i	-9	2
CCN(CC)C(=O)CSc1nc2ccccc2c(=O)[nH]1	-0.8	-8	-0.1	-4	2	-3	i	6	3
O=c1c(-c2ccco2)[n+]([O-])c2ccccc2n1OCc1ccccc1	0.0	1	1.2	-4	-7	1	i	-18	1
CCOc1ccccc1NC(=O)c1ccc(OCC(=O)N2CCOCC2)c(OC)c1	-0.1	-2	-0.5	-2	-3	-3	i	9	3
COC(=O)C(C)NS(=O)(=O)c1ccc(NC(C)=O)cc1 (centres undefined)	-0.1	-7	2.2	-3	-7	-1	i	8	2
Cc1sc2ncnc(NCCCn3ccnc3)c2c1C	-0.3	-8	-0.1	-5	-5	-1	i	-3	-2
Cc1noc(C)c1Cn1nc(C(=O)O)c2ccccc2c1=O	-1.2	-8	0.1	-1	-3	-5	i	6	-1
CC(=O)Oc1ccc(-c2cccc(C(=O)O)c2)cc1	0.0	-8	-0.1	0	0	2	i	7	1
O=C(NC1CCN(C(=O)Nc2ccc(F)cc2)CC1)c1ccccc1F	-0.3	-8	-1.4	-2	0	-1	i	-3	-2
COc1cc(C)c(Cl)cc1S(=O)(=O)n1ccnc1C	-0.6	-6	-0.6	-5	-6	3	i	-1	7
COc1ccc(OC)c(NC(=O)CS(=O)(=O)c2ccccc2)c1	-0.3	-4	0.9	-2	1	0	i	16	2
COc1ccc(CNc2oc(COc3ccc(Cl)cc3)nc2C#N)cc1	1.3	39	0.9	-1	-2	-3	i	-9	1

Next part:
SMILES	Tb MetRS inh	FAS TE block	MsrA inhibitor	bovine MsrA act	eLon inh	CSN deneddyl inh	Neddyl block	PABP1 MLLE inh	Rin1 Abl inh
O=C1CCC/C(=N\NC(=O)c2ccc(NS(=O)(=O)c3ccc(Br)cc3)cc2)C1	0.5	-6	-1.1	1	4	3	i	0	-4
CN(C)c1ccc(NS(=O)(=O)c2cc(Cl)ccc2Cl)cc1	-0.6	5	-0.6	-6	-2	-14	i	12	0
O=c1[nH][nH]c(C(F)(F)F)c1C=NCc1cccs1	-0.7	-2	2.5	-3	1	0	i	6	0
O=C(COC(=O)c1ccc(Cl)nc1)NCCc1ccc(Cl)cc1	0.0	-3	1.6	-13	5	1	i	-12	2
COCCCN1C(=O)C(CC(=O)NCc2ccco2)CC(C(=O)N(C)C)=C1C (centres undefined)	-0.4	-11	0.3	-7	-8	2	i	-6	-5
Cc1cccc2c1OCC/C2=N\NC(=O)COc1ccccc1Cl	-0.3	-2	0.4	1	-2	-5	i	5	0
Cc1nn(C(C)C(=O)NCc2ccccc2)c(C)c1[N+](=O)[O-] (centres undefined)	0.8	-6	-0.6	-2	7	4	i	9	-2
Cc1ccc(S(=O)(=O)CCc2nnc(NC(=O)C3CCCO3)s2)cc1 (centres undefined)	-0.8	-9	0.7	-4	-5	-3	i	6	1
Cc1cc(C)nc(NS(=O)(=O)c2ccc(N=Cc3c(C)[nH]n(-c4ccccc4)c3=O)cc2)n1	-0.3	-3	2.9	-2	-10	2	i	16	-3

4 structures already listed, ordered by length of the SMILES, smallest number first:
SMILES	Tb MetRS inh	FAS TE block	MsrA inhibitor	bovine MsrA act	eLon inh	CSN deneddyl inh	Neddyl block	PABP1 MLLE inh	Rin1 Abl inh
Nc1nc(SCc2ccccc2)c2[nH]cnc2n1	0.2	-5	2.3	3	-7	-1	i	-7	0
CCOCCCNC(=O)C1CCC(=O)N1CCc1ccccc1 (centres undefined)	-0.4	-5	1.2	-1	9	-4	i	0	2
COCCCNc1nc2c(-c3cccc(C)c3)nnn2c2ccc(Cl)cc12	-0.9	-8	-0.2	-7	3	13	i	3	-2
CC(=O)N1c2ccc(S(=O)(=O)N3CCC(C(=O)Nc4ccc(F)cc4)CC3)cc2CC1C (centres undefined)	-0.6	0	-0.5	-1	-13	1	i	6	5
